# High-throughput results deposited in PubChem BioAssay by National Center for Advancing Translational Sciences (NCATS).
# RXFP1 antagonist – blocks the human relaxin receptor RXFP1. Q9HBX9. HEK293-RXFP1, relaxin-stimulated cAMP HTRF, 30 min; hits give low values. activity change, negative = inhibition, % at 57.5 µM. 350,000 compounds, 0.59% hits. AID 1259400;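 active = activity change of -60% or lower, but not beyond a set lower limit; inconclusive = change between -60% and -40%, or beyond the set limit; inactive = change above -40%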; note: % is set by controls: 0 for no effect and ±100 for the full control effect
# D2 agonist – activates the human D2 dopamine receptor | 340,000 compounds, 0.53% hits | activation, % at 2 µM | HEK293 T-REx D2 cells, calcium flux agonist mode | P14416 | AID 485358;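 active = activation over 3 SD above normal in the single-dose calcium agonist read, cut at about 30% in these data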; note: 0% is about no effect
#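 Agonism scored from kinetic calcium signal (1 read/sec, 180 s) following compound pin transfer, after a 10 s baseline. Cells: HEK293 Trex line expressing inducible D2 receptor coupled to calcium, dye-loaded after overnight culture at 30 C.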
# TRHR PAM – TRH receptor (human) allosteric enhancement | P34981 | TRHR cells, fluo-8 calcium fluorescence, EC20 TRH enhancement | enhancement, % at 2 µM | 360,000 compounds, 0.66% hits | AID 493056; in the data active = enhancement above about 30%; note: 0% is about no effect
# Target sequence (P34981 whole entry, looked up): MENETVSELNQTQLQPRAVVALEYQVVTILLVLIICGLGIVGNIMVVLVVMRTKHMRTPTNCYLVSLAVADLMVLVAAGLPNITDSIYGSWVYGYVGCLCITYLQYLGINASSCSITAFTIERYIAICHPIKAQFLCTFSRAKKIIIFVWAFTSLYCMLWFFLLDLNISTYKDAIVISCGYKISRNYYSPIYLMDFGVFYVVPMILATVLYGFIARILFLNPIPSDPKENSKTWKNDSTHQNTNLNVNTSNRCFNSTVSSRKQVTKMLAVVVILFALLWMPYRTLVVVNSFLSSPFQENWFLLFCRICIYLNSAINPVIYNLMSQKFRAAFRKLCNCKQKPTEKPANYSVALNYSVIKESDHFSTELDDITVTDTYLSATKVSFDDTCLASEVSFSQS
#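 TRHR-expressing cells loaded with fluo-8 calcium dye were read kinetically (ex 480/em 530) during compound addition, then stimulated with an EC20 of TRH (10 nM final). Enhancement of the Gq-mediated intracellular calcium response was scored.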
# D2 antagonist – D2 dopamine receptor (human) antagonism; AID 485344; 340,000 compounds, 2% hits; HEK293 TREx D2 cells, calcium flux, dopamine EC80; P14416; inhibition, % at 10 µM; in the data active = inhibition above about 30%; note: 0% is about no effect
#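 HEK293 T-REx D2 cells, tet-induced, calcium dye no-wash. Cpd pintool add, 180 s kinetic, then EC80 DA, 180 s kinetic. Ca flux read.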
# D1 ag – human D1 receptor agonism; P21728; AID 504660; HEK293 T-REx D1 cells, calcium flux, agonist mode; 360,000 compounds, 1% hits; activation, % at 2 µM; note: 0% is about no effect
# Target sequence (P21728 whole entry, looked up): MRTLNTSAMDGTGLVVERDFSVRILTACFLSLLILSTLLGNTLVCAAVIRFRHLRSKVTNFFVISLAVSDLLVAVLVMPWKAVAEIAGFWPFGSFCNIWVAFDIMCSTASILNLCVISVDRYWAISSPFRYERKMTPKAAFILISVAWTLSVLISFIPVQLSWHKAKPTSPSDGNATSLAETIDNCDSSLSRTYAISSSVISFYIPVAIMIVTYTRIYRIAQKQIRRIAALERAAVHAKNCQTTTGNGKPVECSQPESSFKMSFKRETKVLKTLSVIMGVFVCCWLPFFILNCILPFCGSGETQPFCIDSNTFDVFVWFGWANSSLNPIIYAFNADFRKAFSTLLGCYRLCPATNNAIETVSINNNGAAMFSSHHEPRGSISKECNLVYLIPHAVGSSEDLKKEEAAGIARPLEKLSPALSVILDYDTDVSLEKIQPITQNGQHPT
#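 Tetracycline-induced HEK293 TREx D1 cells, force-coupled to calcium signalling, were dye-loaded with a no-wash calcium kit. Compound was pin-added after a 10 s baseline. Fluorescence was read kinetically at 1 cycle/s for 180 s, with calcium rises flagged as agonism.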
# D2 PAM – positive allosteric modulators of human D2 dopamine receptor; P14416; HEK293 T-REx D2, calcium flux, EC20 dopamine potentiation; potentiation, % at 10 µM; 340,000 compounds, 0.34% hits;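 active = potentiation over 3 SD above the plate norm, cut at about 30% in these data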; note: 0% is about no effect
#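 Primary screen. Calcium kinetics in induced HEK293 T-REx D2 cells: compound pre-addition 180 s, EC20 dopamine, 180 s more.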
# D1 antag – blocks dopamine activation of the human D1 receptor | HEK293 TREx D1 cells, calcium flux, dopamine EC80; hits give low values | activity change, negative = inhibition, % at 10 µM | 360,000 compounds, 3.2% hits; in the data active = activity change below about -30%; note: % is set by controls: 0 for no effect and ±100 for the full control effect
#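 Calcium flux readout: force-coupled, inducible Hek293 Trex D1 line, cells induced overnight at 30 C with tetracycline, dye-loaded 30–90 min at RT. Antagonism scored against EC80 dopamine challenge given 180 s after compound.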
# D1 potentiator – potentiators of human D1 dopamine receptor; HEK293 TREx D1 cells, calcium flux, dopamine EC20 potentiation; potentiation, % at 10 µM; 360,000 compounds, 0.036% hits; in the data active = potentiation above about 30%; note: 0% is about no effect
# TRHR ag – agonists of human TRH receptor; P34981; TRHR cells, calcium flux fluo-8, FDSS agonist mode; activation, % at 2 µM; 360,000 compounds, 0.18% hits; note: 0% is about no effect
#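 Steps: seed TRHR cells overnight; add fluo-8 no-wash Ca dye, RT 30 min–1.5 h; record 10 s baseline; pin-transfer compounds; monitor fluorescence 1 cycle/s for the agonist window. Calcium increases flag candidate agonists.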
# * hit, by the source's call; ? = inconclusive; nt = not tested or not shown. Cut-off read from the data, not from the text of the source, unless noted: active = activation above about 30%; inactive = the rest.
# Labels used below: A = RXFP1 antagonist; B = D2 agonist; C = TRHR PAM; D = D2 antagonist; E = D1 ag; F = D2 PAM; G = D1 antag; H = D1 potentiator; I = TRHR ag
compound: COc1ccc(/C(C)=N/NC(=O)C2CC2)cc1
  A: -16	B: 0.1	C: 4	D: 4	E: 0	F: -5	G: 3	H: 6	I: 0.3

compound: COc1ccc(/C=C/c2nc(N)nc(-c3ccccc3O)n2)cc1
  A: 7	B: 1.1	C: -4	D: 4	E: 4	F: 1	G: 13	H: 5	I: 0.8

compound: C[n+]1c2n(c3ccccc31)N=C(c1ccc(-c3ccccc3)cc1)CS2
  A: -5	B: nt	C: -2	D: nt	E: 3	F: nt	G: 4	H: 1	I: 0.6

compound: CCOc1ccc(OCC)c(NC(=O)c2ccc(-c3ccccc3)s2)c1
  A: -14	B: 0.4	C: 1	D: nt	E: 4	F: -6	G: -85*	H: -5	I: 1.4

compound: O=c1sc2ccccc2c(N2CCCCC2)c1[N+](=O)[O-]
  A: -1	B: 0.5	C: 1	D: -13	E: -1	F: -13	G: 3	H: -5	I: 0.3

compound: Cc1ccc(-c2nc(CN(C)Cc3cccc4cnccc34)c(C)o2)s1
  A: 11	B: 0.7	C: -3	D: 19	E: 0	F: 5	G: -1	H: 0	I: 1.3

compound: CCCC(=O)Nc1ccc(C(=O)Nc2nnc(COCC)s2)cc1
  A: 13	B: -0.2	C: 3	D: -10	E: 2	F: -3	G: -8	H: -5	I: 0.2

compound: CN(CCc1ccccn1)C(=O)c1ccc(OC2CCN(Cc3ccccn3)CC2)cc1
  A: -13	B: 0.7	C: -9	D: -8	E: 6	F: 1	G: 1	H: 0	I: 0.9

compound: COc1ccc(C(=O)O)cc1N1C(=O)Nc2ccccc2N1O
  A: 8	B: 0.3	C: -19	D: -4	E: 1	F: 0	G: -10	H: 0	I: 0.6

compound: Cc1ccc([N+](=O)[O-])cc1NC(=O)CN(C(=O)c1ccc(Cl)cc1)C1CCCCC1
  A: -20	B: 0.1	C: -5	D: -17	E: 2	F: -3	G: -6	H: -8	I: -0.1

compound: Cc1ccc(Nc2cc(C)nn2-c2nc(C)cc(=O)[nH]2)cc1
  A: 5	B: 0.0	C: -3	D: 13	E: -1	F: 13	G: 6	H: -1	I: 0.5

compound: CCOC(=O)c1ccc(P(=O)(c2ccccc2)c2ccccc2)cc1
  A: 7	B: nt	C: 5	D: -7	E: 0	F: 1	G: -1	H: 10	I: -0.6

compound: Cc1ccc(N)c(C(=O)CCCCC(=O)O)c1
  A: -22	B: nt	C: -2	D: nt	E: 2	F: -3	G: -2	H: -4	I: 0.3

compound: O=C(CCC(=O)NNC(=O)Nc1cccc(Cl)c1)NCc1ccccc1
  A: -9	B: 1.9	C: -2	D: 7	E: 2	F: -4	G: 3	H: 12	I: 0.0

compound: C=C(C)CNC(=S)Nc1cccc2cnccc12
  A: -2	B: 0.7	C: -1	D: 2	E: 4	F: -7	G: 8	H: -2	I: -0.3

compound: CC(C)C(NC(=O)c1ccccc1)C(=O)OCC(=O)N1CCN(c2ccccc2)CC1 (stereo not drawn)
  A: 2	B: 0.3	C: -2	D: -6	E: 2	F: -6	G: 8	H: -5	I: 0.5

compound: COc1ccccc1-c1cc(C(=O)NCc2ccc(F)cc2)no1
  A: -20	B: 0.8	C: -2	D: 74*	E: 8	F: -13	G: -10	H: -11	I: -0.1

compound: CC(OC(=O)/C(C#N)=C/c1ccc(N(C)C)cc1)C(=O)N(C)Cc1ccccc1 (stereo not drawn)
  A: -2	B: -0.4	C: 8	D: 3	E: 1	F: 3	G: -14	H: 1	I: 0.5

compound: CCOc1ccc(C(CC(=O)O)NC(=O)C(c2ccccc2)c2ccccc2)cc1OC (stereo not drawn)
  A: -4	B: -0.8	C: 8	D: 9	E: 1	F: 4	G: 0	H: -5	I: 0.3

compound: Cc1cc(OCC(=O)N(Cc2sccc2C)C2CCS(=O)(=O)C2)ccc1Cl (stereo not drawn)
  A: -13	B: 2.3	C: -7	D: nt	E: 1	F: -6	G: -20	H: -1	I: -0.2

compound: CCOP(=O)(c1ccccc1)c1nc(-c2ccccc2Cl)oc1N1CCCCC1 (stereo not drawn)
  A: -24	B: 1.1	C: -3	D: 1	E: 27	F: 5	G: 25	H: -2	I: 2.6

compound: CC1=C(C(=O)Nc2ccccc2)C(c2ccncc2)C(C#N)=C(SCC(=O)NC2CC2)N1 (stereo not drawn)
  A: 4	B: -0.1	C: -9	D: 10	E: 4	F: -12	G: -2	H: -4	I: -0.1

compound: c1ccc(CCNc2cnccn2)cc1
  A: 6	B: 1.4	C: 0	D: 38*	E: 3	F: -12	G: 1	H: 4	I: 0.7

compound: Cc1ccc(CNC(=O)CCC2CCCN(C(=O)CCC(F)(F)F)C2)o1 (stereo not drawn)
  A: 3	B: 0.0	C: -4	D: -4	E: 0	F: -18	G: 2	H: -4	I: -0.5

compound: O=C(COC(=O)c1ccc[n+]([O-])c1)Nc1ccc(Cl)cc1[N+](=O)[O-]
  A: 1	B: -0.3	C: 2	D: -21	E: 2	F: -4	G: -15	H: -3	I: -0.3

# Single records, from the list above. Order of values: RXFP1 antagonist, D2 agonist, TRHR PAM, D2 antagonist, D1 ag, D2 PAM, D1 antag, D1 potentiator, TRHR ag
# Record of Cc1ccc(-c2nc(CN(C)Cc3cccc4cnccc34)c(C)o2)s1 = 11, 0.7, -3, 19, 0, 5, -1, 0, 1.3
# Record of C[n+]1c2n(c3ccccc31)N=C(c1ccc(-c3ccccc3)cc1)CS2 = -5, nt, -2, nt, 3, nt, 4, 1, 0.6

# Following part
# Labels used below: A = RXFP1 antagonist; B = D2 agonist; C = TRHR PAM; D = D2 antagonist; E = D1 ag; F = D2 PAM; G = D1 antag; H = D1 potentiator; I = TRHR ag
compound: COc1cc(Cl)c(C)cc1NC(=O)Cn1ncc2c([nH]c3ccccc32)c1=O
  A: 5	B: 0.2	C: -2	D: nt	E: 0	F: -12	G: 4	H: 2	I: 0.4

compound: CC(C)[C@@H](C(=O)N1CCCC1)N1C(=O)N2CCc3c([nH]c4ccccc34)[C@@]2(C)C1=O
  A: 17	B: 0.6	C: -5	D: -16	E: 0	F: 2	G: 13	H: 3	I: 0.4

compound: COCCNc1c(-c2ccc(OC)cc2)nc2ccc(Cl)cn12
  A: -7	B: -0.9	C: -2	D: -3	E: 0	F: -4	G: -21	H: -4	I: -0.7

compound: Cc1nnc(SCCn2c(Br)nc3c2c(=O)n(C)c(=O)n3C)s1
  A: 21	B: nt	C: 12	D: nt	E: 3	F: nt	G: 5	H: -5	I: 0.4

compound: COc1cc(/C=C2\SC(=S)N(CCC(=O)Nc3cccc(O)c3)C2=O)cc(OC)c1OC
  A: -21	B: 0.9	C: 6	D: -6	E: 6	F: 12	G: -2	H: -7	I: 0.9

compound: O=C(NC(=S)Nc1cccc2c(O)cccc12)c1cccc(Br)c1
  A: ?	B: 0.8	C: -7	D: -9	E: 6	F: 10	G: 16	H: -6	I: 5.1

compound: Cc1ccc(C(=O)c2oc3ccccc3c2NC(=O)COc2ccc(Cl)c(C)c2)cc1
  A: 0	B: -0.4	C: -7	D: nt	E: 1	F: -10	G: -4	H: 0	I: -0.3

compound: CC(C)N(Cc1ccccc1)C(=O)c1ccc2nsnc2c1
  A: -8	B: -1.9	C: 5	D: -1	E: 1	F: -1	G: -4	H: -2	I: 0.7

compound: COC(=O)[C@H](C)NC(=O)Nc1cccc(C(F)(F)F)c1
  A: -12	B: 0.7	C: -1	D: -8	E: 2	F: 0	G: -14	H: -7	I: 0.1

compound: COc1cc([N+](=O)[O-])ccc1-c1ccc(/C=N/NC(=O)OC(C)(C)C)o1
  A: -37	B: 8.6	C: 0	D: -5	E: 28	F: -3	G: 5	H: -3	I: 8.3

compound: CCOc1ccccc1N1CC(C(=O)Nc2ccccc2CC)CC1=O (stereo not drawn)
  A: -10	B: -0.5	C: -1	D: -9	E: 3	F: 25	G: -23	H: 1	I: 0.1

compound: N#Cc1ccc(Oc2ccc(S(=O)(=O)N3CCCCC3)cn2)cc1
  A: -3	B: 1.3	C: -10	D: -11	E: 5	F: 11	G: -15	H: 2	I: 1.3

compound: Cc1noc(C)c1S(=O)(=O)N1CCC(C(=O)N2CCN(c3cccc(C(F)(F)F)c3)CC2)CC1
  A: nt	B: 1.8	C: -2	D: nt	E: 14	F: 9	G: 5	H: 3	I: -0.4

compound: CCn1nc(C)c(NC(=O)/C=C/c2cnn(C)c2C)c1C
  A: 12	B: 0.2	C: 3	D: 5	E: 3	F: 11	G: 8	H: 9	I: 0.3

compound: CCOC(=O)N1CCN(C(=O)Cc2ccc(-n3c(=O)[nH]c4ccccc4c3=O)cc2)CC1
  A: 13	B: -0.7	C: 2	D: 0	E: 1	F: 4	G: 27	H: 4	I: -0.1

compound: CN(CCOC(=O)c1cccc(F)c1)Cc1ccccc1
  A: -8	B: -0.9	C: 2	D: 1	E: 2	F: -26	G: -2	H: -4	I: -1.1

compound: COc1ccc(-c2nc3ccccc3nc2-c2ccc(OC)c(OC)c2)cc1OC
  A: -4	B: 1.4	C: 20	D: 13	E: 5	F: 6	G: 9	H: -3	I: 0.0

compound: CNC(=O)C(=O)NCC1OCCCN1S(=O)(=O)c1ccc2c(c1)OCCO2 (stereo not drawn)
  A: -12	B: -1.2	C: 2	D: -18	E: 4	F: -1	G: -4	H: 5	I: 0.4

compound: O=C(CCCc1nc2ccccc2s1)Nc1ccccc1
  A: -8	B: 0.2	C: -2	D: -18	E: 2	F: -7	G: -12	H: -8	I: -0.1

compound: Cc1ccc(NC(=O)c2cnn3c(C(F)F)cc(-c4ccccc4)nc23)cc1F
  A: nt	B: nt	C: -5	D: nt	E: 0	F: 9	G: -1	H: -6	I: 0.8

compound: Cc1cc(C(=O)N(C)CC2CCCN(CCc3ccc(F)cc3)C2)c(C)o1 (stereo not drawn)
  A: -3	B: nt	C: 5	D: -10	E: 1	F: -16	G: -20	H: -19	I: -1.2

# Part of the list above in order of length of the SMILES, smallest number first:
# Labels used below: A = RXFP1 antagonist; B = D2 agonist; C = TRHR PAM; D = D2 antagonist; E = D1 ag; F = D2 PAM; G = D1 antag; H = D1 potentiator; I = TRHR ag
compound: COc1ccc(C(=O)O)cc1N1C(=O)Nc2ccccc2N1O
  A: 8	B: 0.3	C: -19	D: -4	E: 1	F: 0	G: -10	H: 0	I: 0.6

compound: CCCC(=O)Nc1ccc(C(=O)Nc2nnc(COCC)s2)cc1
  A: 13	B: -0.2	C: 3	D: -10	E: 2	F: -3	G: -8	H: -5	I: 0.2

compound: Cc1ccc(Nc2cc(C)nn2-c2nc(C)cc(=O)[nH]2)cc1
  A: 5	B: 0.0	C: -3	D: 13	E: -1	F: 13	G: 6	H: -1	I: 0.5

compound: Cc1cc(OCC(=O)N(Cc2sccc2C)C2CCS(=O)(=O)C2)ccc1Cl (stereo not drawn)
  A: -13	B: 2.3	C: -7	D: nt	E: 1	F: -6	G: -20	H: -1	I: -0.2

compound: Cc1ccc([N+](=O)[O-])cc1NC(=O)CN(C(=O)c1ccc(Cl)cc1)C1CCCCC1
  A: -20	B: 0.1	C: -5	D: -17	E: 2	F: -3	G: -6	H: -8	I: -0.1
